High-throughput results deposited in PubChem by National Center for Advancing Translational Sciences (NCATS).
PLK1 PBD inh: PLK1 (human) polo-box domain binding inhibition. P53350. Plk1 PBD binding of FITC phosphopeptide, fluorescence polarization. Potency, µM, without a hit: max response, negative = inhibition, most hits filed as inhibitors. actives 2.8% (n = 360,000). AID 720504; note: potency is the fitted concentration of half-maximal effect; series mostly up to about 57 µM; % is set by controls: 0 for no effect and ±100 for the full control effect; nearly all actives have a fitted effect of over 65% in size
GLP1R cytotox: cytotoxicity counter-screen for GLP-1 receptor inverse agonists. HEK293 cAMP-luciferase reporter cells, luminescence, 24 h. actives 0.13% (n = 410,000). Potency, µM (doses to about 38.3 µM), for the others: top-dose activity change, negative = inhibition, usual class: inhibitors;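 note: loss of luciferase light is scored as toxicity; potency is the fitted concentration of half-maximal effect; % is set by controls: 0 for no effect and ±100 for the full control effect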
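A 23 nL compound transfer followed 12 hours of cell culture at 37 deg C; exposure then lasted 24 hr. Luciferase assay detection reagent was dispensed and plates read for luminescence after a 12 min room-temperature wait.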
PI5P4Ka inh: inhibitors of human PI5P4K alpha | P48426 | PI5P4Kalpha enzyme, ADP-Glo luminescence, 60 min; active compounds read low | max response, % | actives 1.2% (n = 330,000) | AID 652105; active = max response of -50% or lower; inconclusive = between -30% and -50%; inactive = -30% or higher; note: value at the top dose of about 77 µM; % is set by controls: 0 for no effect and ±100 for the full control effect
Target sequence (P48426 whole entry, looked up): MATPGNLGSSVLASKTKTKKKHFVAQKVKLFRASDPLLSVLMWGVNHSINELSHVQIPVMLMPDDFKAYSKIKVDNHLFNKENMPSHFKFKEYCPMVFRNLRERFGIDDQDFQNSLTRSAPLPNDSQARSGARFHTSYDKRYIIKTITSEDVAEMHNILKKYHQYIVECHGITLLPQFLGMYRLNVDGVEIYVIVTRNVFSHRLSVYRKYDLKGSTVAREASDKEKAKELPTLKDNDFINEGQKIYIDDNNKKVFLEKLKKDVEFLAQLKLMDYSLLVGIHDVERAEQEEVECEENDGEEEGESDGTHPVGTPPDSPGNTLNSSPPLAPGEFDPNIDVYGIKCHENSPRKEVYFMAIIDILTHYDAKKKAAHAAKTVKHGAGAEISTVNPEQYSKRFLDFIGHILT
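Controls without substrate or without enzyme flank wells where PI5P4Kalpha converts substrate using 5 microM ATP (final). Incubation lasts 60 minutes at room temperature; ADP formed is read by ADP-Glo luminescence.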
DRD3 antagonist: D3 dopamine receptor (human) antagonism; P35462; max response, negative = inhibition, %; actives 2.5% (n = 360,000); AID 652054; D3R cells, DiscoveRx beta-arrestin luminescence, antagonist mode; active compounds read low; in the data active = max response below about -50%; inconclusive = no clear call, values can overlap the other calls; note: % is set by controls: 0 for no effect and ±100 for the full control effect; mostly tested at two doses, the higher about 12 µM
Target sequence (P35462 whole entry, looked up): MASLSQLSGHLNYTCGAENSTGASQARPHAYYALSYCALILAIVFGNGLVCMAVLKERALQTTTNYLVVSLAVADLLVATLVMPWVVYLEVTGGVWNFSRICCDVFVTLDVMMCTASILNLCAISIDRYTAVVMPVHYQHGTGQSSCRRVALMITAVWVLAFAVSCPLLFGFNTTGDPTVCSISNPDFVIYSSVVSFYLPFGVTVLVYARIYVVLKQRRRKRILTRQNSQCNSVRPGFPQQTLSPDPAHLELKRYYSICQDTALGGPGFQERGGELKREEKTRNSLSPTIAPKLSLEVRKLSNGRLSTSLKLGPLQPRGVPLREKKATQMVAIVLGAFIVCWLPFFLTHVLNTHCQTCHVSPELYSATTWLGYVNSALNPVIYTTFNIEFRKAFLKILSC
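Cells plated overnight at 1500 cells/well, then exposed to library compounds with dopamine controls for 90 minutes at 37 degrees C. DiscoveRx reagent added for 30–60 minutes at room temperature; luminescence read, quantitative HTS format.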
GLP1R inv ag: acts as inverse agonist at human GLP-1 receptor | P43220 | HEK293 GLP-1R CRE-luciferase, luminescence, 24 h; GLP-1R form is constitutively active | Potency, µM (highest dose often 38.3 µM), without a hit: at the highest dose activity change, negative = inhibition, most hits filed as inhibitors | actives 1.6% (n = 410,000) | AID 624417; note: potency is the fitted concentration of half-maximal effect; % is set by controls: 0 for no effect and ±100 for the full control effect; nearly all actives have a fitted effect of over 55% in size
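HEK293 cells stably co-expressing a cAMP-responsive luciferase reporter and constitutively active GLP-1R were seeded, incubated 12 h, then exposed to compounds for 24 h at 37 C. Luminescence was read 12 min after detection reagent; inverse agonists lower signal.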
DRD3 agonist: D3 dopamine receptor (human) agonism. P35462. D3R DiscoveRx beta-arrestin cells, luminescence, 90 min. max activation, %. actives 0.58% (n = 410,000). AID 652048; in the data active = max activation above about 30%; note: 0% is about no effect; mostly tested at two doses, the higher about 12 µM
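Agonist mode: compounds and dopamine controls were applied to plated cells for 90 min at 37 degrees C after an overnight attachment at 1500 cells/well. Luminescent read-out followed 30 - 60 minutes at room temperature with DiscoveRx detection reagent.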
WRN inhibitor: inhibitors of human WRN helicase; Potency, µM (highest dose often 114 µM), for inactives: at the highest dose activity change, negative = inhibition, hits mostly inhibitors; WRN helicase unwinding, fluorescent forked duplex, kinetic; Q14191; actives 0.46% (n = 360,000); AID 651768; note: potency is the fitted concentration of half-maximal effect; % is set by controls: 0 for no effect and ±100 for the full control effect; nearly all actives have a fitted effect of over 55% in size
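WRN at 20 nM final preincubated with compound 15 min at room temperature; reaction started with 100 nM fluorophore/quencher forked duplex oligonucleotide and 2 mM ATP final. Unwinding followed kinetically by red fluorescence (ex 525, em 598 nm).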
GLP1R ag: activates the human GLP-1 receptor; P43220; HEK293 GLP-1R CRE-luciferase, luminescence, 4-6 h; cells express a hypersensitive GLP-1R form; Potency, µM (titrated, usually from 45.6 µM), without a hit: at the top dose activation, most hits filed as activators; actives 0.007% (n = 380,000); note: potency is the fitted concentration of half-maximal effect; % of control where 0% means no effect
IL2 activator: activators of IL-2; IL-2 activation reporter assay, cell-based qHTS; stimulated with anti-CD3/CD4/CD28 beads; in transgenic mouse T cells; activation, % (series mostly up to about 46 µM); actives 0.065% (n = 360,000); in the data active = activation above about 50%; inconclusive = mostly about 30% to 49%; note: 0% is about no effect
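Readout is EGFP and DsRed signal by fluorescent plate cytometry after 18 h at 37 degrees C. Transgenic mouse T cells (750/well) received compound for 60 min before bead stimulation (anti-CD3, anti-CD4, anti-CD28); memory T cells served as non-tolerant control.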
An asterisk follows results filed as active; u = inconclusive; x = no result given; [ ] = remark or other dose. Unless noted, calls come from the whole dose curve; as a rule, active = well fitted curve in the direction sought with a large enough effect; inconclusive = small, poorly fitted or top-dose-only effect, or another doubt; inactive = no such curve, though single readings can be large; an effect the other way counts as inactive or inconclusive. Random draw from the library. Share with any hit: about 7.8%.

SMILES	PLK1 PBD inh	GLP1R cytotox	PI5P4Ka inh	DRD3 antagonist	GLP1R inv ag	DRD3 agonist	WRN inhibitor	GLP1R ag	IL2 activator
CCC(C)NCCOCCOc1ccccc1-c1ccccc1 (stereo not drawn)	-2%	-20%	x	-69*	0%	-27	-5%	-3%	-3.4
CCOC(=O)N1CCC(NC(=O)CCN2C(=O)COc3ccccc32)CC1	1%	-1%	x	-1	3%	6	0%	-6%	-1.5
COCCCNCC1C(Oc2ccc(Cl)cc2)C(=O)N1c1ccccc1C (stereo not drawn)	1%	-2%	-3	u	u	-39	-3%	7%	-5.0
CC1CCCC(C)N1C(=S)SCC(=O)O (stereo not drawn)	1%	4%	4	4	2%	-12	2%	-8%	1.7
COc1ccc(Cl)cc1Nc1nc(NCCO)nc(N2CCCC2)n1	-7%	-16%	-1	-5	3%	3	20%	4%	-0.1
COc1cc2c(cc1CNC[C@H]1O[C@@H](n3cc(C)c(=O)[nH]c3=O)C[C@@H]1O)OCO2	6%	-6%	2	-13	4%	-1	6%	4%	-1.5
COc1ccc(NC(=O)CSc2nnc(C)c3ccccc23)cc1	-8%	6%	0	-19	58%[activator]	-19	0%	-4%	0.5
CC(=O)Nc1ccc(N(C(=O)CNC(=O)c2ccco2)C(C(=O)NC2CCCC2)c2ccco2)cc1 (stereo not drawn)	2%	11%	10	10	6%	-1	13%	2%	-0.5
O=C(CCn1cccc1)Nc1ccc(OC(F)(F)F)cc1	-5%	-14%	7	1	u	3	-1%	2%	-0.1
Cn1c(C(=O)NCCCN2CCCCC2)cc2sccc21	-7%	17%	x	-17	6%	-24	-4%	-1%	1.2
CN(C)c1cccc(C(=O)N(C)C2CCCN(Cc3ccccc3F)C2)c1 (stereo not drawn)	-3%	4%	6	57	u	-3	13%	0%	-0.5
CCNC(=O)C1(C)CCCN1C(=O)c1ccc2c(c1)OCO2 (stereo not drawn)	-2%	-2%	5	6	14%	87*	-5%	-4%	0.9
N#CC1=C(SCC(=O)Nc2ccccc2)NC(=O)CC1c1ccc(O)cc1 (stereo not drawn)	-12%	-23%	1	u	3%	-6	2%	5%	-1.9
CCOC(=O)c1ccc(NC(=O)C2CC(=O)Nc3nc4ccccc4n32)cc1 (stereo not drawn)	-3%	5%	-8	-17	10%	-7	-35%	2%	-2.9
Nc1nc(C2CCOCC2)cs1	0%	6%	6	2	9%	-2	4%	4%	0.3
Cc1cc(OCc2cc(C(=O)NCC3(C)COC3)no2)cc(C)c1Cl	-4%	-7%	15	2	u	0	-4%	4%	-1.1
CN(C)c1cccc(C(=O)OCC(=O)Nc2ccccc2Cl)c1	-14%	-1%	-5	-3	-23%	-8	-5%	19%	-3.6
Cc1cccc(-c2nc(NCCCN3CCOCC3)c3ccccc3n2)c1	11%	u	-4	4	8.9µM*	-7	-20%	11%	10
CCOC(=O)C1CCCCN1Cc1cccc(OCc2ccccc2)c1 (stereo not drawn)	2%	5%	6	4	10µM*	-10	-5%	-6%	-0.4
COC(=O)[C@@H]1C[C@H]1[C@@H](NS(=O)(=O)c1ccccc1)c1ccccc1	-2%	5%	-2	21	17%	17	1%	-4%	2.7
COc1ccc(-c2c(=O)n(OCc3nc4ccccc4[nH]3)c3ccccc3[n+]2[O-])cc1	-4%	12%	2	4	17%	-1	-14%	19%	-0.2
Cc1cc(C(=O)NCc2ccc(F)cc2)c2ccccc2n1	-4%	0%	10	7	-21%	3	-4%	19%	0.1
Cc1cccc(OCc2cc(=O)n3c4c(sc3n2)CCCC4)c1C	x	2%	x	x	18%	5	x	0%	x
O=C(c1ccc(F)cc1)N1CCCC(c2nc(-c3cccs3)no2)C1 (stereo not drawn)	0%	4%	1	9	u	1	-1%	-2%	-1.2
CC1CCCCC1NC(=O)COC(=O)Cc1ccc(Cl)cc1 (stereo not drawn)	-4%	-14%	4	-2	-8%	0	-1%	2%	0.7

Brought forward from above: two entries, then new ones.
SMILES	PLK1 PBD inh	GLP1R cytotox	PI5P4Ka inh	DRD3 antagonist	GLP1R inv ag	DRD3 agonist	WRN inhibitor	GLP1R ag	IL2 activator
O=C(c1ccc(F)cc1)N1CCCC(c2nc(-c3cccs3)no2)C1 (stereo not drawn)	0%	4%	1	9	u	1	-1%	-2%	-1.2
CC1CCCCC1NC(=O)COC(=O)Cc1ccc(Cl)cc1 (stereo not drawn)	-4%	-14%	4	-2	-8%	0	-1%	2%	0.7
CCc1ccc(NC(=O)c2cc(S(=O)(=O)N3CCCC3)c[nH]2)cc1	-1%	-3%	-5	5	u	4	-6%	10%	-0.3
NC(=O)CC(NC(=O)Cc1cccc2ccccc12)c1ccc(N2CCC(N3CCCCC3)CC2)c([N+](=O)[O-])c1 (stereo not drawn)	-11%	6%	3	0	11%	0	3%	12%	-2.2
O=[N+]([O-])c1cc(-c2nnc(-c3ccccc3)o2)ccc1Oc1ccc(Cl)cc1	-1%	9%	-7	2	14%	5	0%	3%	1.2
Cc1cccc(N2CCN(C(=O)c3cc(S(=O)(=O)N4CCOCC4)cn3C)CC2)c1C	-2%	1%	10	15	-32%	5	-9%	-1%	-1.8
COC(=O)C[C@@H]1CC[C@@H](NC(=O)Nc2cc(F)ccc2F)[C@@H](CO)O1	-14%	3%	3	-15	12%	-5	-3%	x	0.1
CCOC(=O)C1=C(COC(=O)Cc2ccccc2F)NC(=O)NC1C (stereo not drawn)	-17%	-12%	-15	1	14%	-17	-4%	31%	-4.7
COc1ccccc1NC(=O)N(C)C[C@@H]1OCc2cnnn2CCCC(=O)N([C@@H](C)CO)C[C@H]1C	-9%	-5%	-6	-9	-3%	-8	-1%	-2%	-0.7
COc1ccc(C2=NOC(Cn3nc(-c4ccccc4)cc3C(=O)NCc3cccs3)C2)cc1 (stereo not drawn)	-11%	5%	5	5	5%	2	-32%	0%	-2.3
COc1ccc(NC(=O)Cn2nnc(C(=O)NCCc3ccc(OC)c(OC)c3)c2N)cc1	-3%	-8%	2	9	20%	-4	5%	0%	-3.5
NC(=O)CC(NC(=O)Cc1ccc(Br)cc1)c1ccc(NC2CCC2)c([N+](=O)[O-])c1 (stereo not drawn)	-15%	-23%	u	0	-28%	-16	-1%	0%	0.4
O=C(NCCc1nc2ccccc2[nH]1)Nc1ccccc1	-9%	-30%	x	7	0%	-2	-4%	-2%	-0.7
O=C(O)/C=C/C(=O)NC1CCCCC1	-6%	-5%[1.53 µM]	0	-8	13%	2	u	2%	0.1
CC(=O)C(C)Oc1ccc2c3c(c(=O)oc2c1)CCCC3 (stereo not drawn)	-8%	5%	0	11	16%	-3	-3%	8%	-2.9
O=C(N/N=C/C=C/c1ccc([N+](=O)[O-])cc1)c1cccs1	0%	16%	0	-13	8%	-1	u	-4%	1.9
CCNC(=O)/C(=C\C=C\c1ccccc1)NC(=O)c1ccc(Br)o1	-3%	-7%	-9	-5	15%	4	-33%[57.1 µM]	-5%	-1.2
COc1cccc(C(=O)NCCS(=O)(=O)NCc2ccc3c(c2)OCO3)c1	-9%	16%	-3	-23	-29%	-8	9%	17%	-3.4
CSc1ccc(/C=C(/Sc2nnc(-c3ccccc3)o2)C(=O)O)cc1	-4%	-12%	3	1	-18%	5	-2%	0%	-0.2
O=C(CCN1C(=O)C2(OCCO2)c2ccccc21)c1ccccc1	-14%	11%	6	-2	12%	0	-1%	18%	-1.9
C=CCOc1ccc(C2=NOC(C(=O)Nc3ccc4c(c3)OCCO4)C2)cc1 (stereo not drawn)	-7%	15%	1	-2	-13%	3	-1%	5%	-1.5
C#CCOCCOCCOCCNc1nc(N2CCN(C(=O)C([C@@H](C)O)n3cc([C@@H](N)CCCCN)nn3)CC2)nc(N2CCN(C(=O)[C@H](CCCCN)n3cc([C@@H](N)CC(N)=O)nn3)CC2)n1 (stereo partly drawn)	-7%	16%	-11	u	16%	-28	-8%	-5%	-0.3
CNC(=S)N(Cc1ccc(OC)cc1)Cc1cc2cc(C)ccc2[nH]c1=O	3%	-2%	2	7	-10%	-2	0%	10%	6.4
FC(F)(F)c1cccc(Cn2nnnc2-c2cccc(C(F)(F)F)c2)c1	-9%	-9%	x	23	0%	-10	-12%	-4%	-1.1
CN(C(=O)CCn1c(=S)oc2ccccc21)c1ccc(F)cc1	-14%	-19%	4	-3	-25%	-1	5%	10%	1.8

Some of these compounds in order of molecular weight, ascending.
SMILES	PLK1 PBD inh	GLP1R cytotox	PI5P4Ka inh	DRD3 antagonist	GLP1R inv ag	DRD3 agonist	WRN inhibitor	GLP1R ag	IL2 activator
O=C(O)/C=C/C(=O)NC1CCCCC1	-6%	-5%[1.53 µM]	0	-8	13%	2	u	2%	0.1
O=C(N/N=C/C=C/c1ccc([N+](=O)[O-])cc1)c1cccs1	0%	16%	0	-13	8%	-1	u	-4%	1.9
CCOC(=O)C1=C(COC(=O)Cc2ccccc2F)NC(=O)NC1C (stereo not drawn)	-17%	-12%	-15	1	14%	-17	-4%	31%	-4.7
COC(=O)C[C@@H]1CC[C@@H](NC(=O)Nc2cc(F)ccc2F)[C@@H](CO)O1	-14%	3%	3	-15	12%	-5	-3%	x	0.1
CNC(=S)N(Cc1ccc(OC)cc1)Cc1cc2cc(C)ccc2[nH]c1=O	3%	-2%	2	7	-10%	-2	0%	10%	6.4
COc1cccc(C(=O)NCCS(=O)(=O)NCc2ccc3c(c2)OCO3)c1	-9%	16%	-3	-23	-29%	-8	9%	17%	-3.4
O=[N+]([O-])c1cc(-c2nnc(-c3ccccc3)o2)ccc1Oc1ccc(Cl)cc1	-1%	9%	-7	2	14%	5	0%	3%	1.2
Cc1cccc(N2CCN(C(=O)c3cc(S(=O)(=O)N4CCOCC4)cn3C)CC2)c1C	-2%	1%	10	15	-32%	5	-9%	-1%	-1.8
NC(=O)CC(NC(=O)Cc1ccc(Br)cc1)c1ccc(NC2CCC2)c([N+](=O)[O-])c1 (stereo not drawn)	-15%	-23%	u	0	-28%	-16	-1%	0%	0.4
NC(=O)CC(NC(=O)Cc1cccc2ccccc12)c1ccc(N2CCC(N3CCCCC3)CC2)c([N+](=O)[O-])c1 (stereo not drawn)	-11%	6%	3	0	11%	0	3%	12%	-2.2
